LDHA inh = qHTS assay for inhibitors of human lactate dehydrogenase. L-lactate dehydrogenase A chain (Homo sapiens), P00338. purified LDHA, NADH/diaphorase-resazurin fluorescence; stronger effect = lower value. activity change, % (values are at about 110 or 230 µM). 480,000 tested, 0.15% active. AID 1347041, 2019; in the data active = activity change below about -30%; inconclusive = mostly about -25% to -30%;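 note: plate controls were DMSO wells for no effect and wells without enzyme for full effect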
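Human LDH5 (2 nM) was incubated with 0.06 mM NADH and 0.2 mM pyruvate for 5 min at room temperature in Tris pH 7.4. Remaining NADH was coupled through diaphorase/resazurin, and resorufin fluorescence was read at 0 and 20 min.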
TrxR1 substrate = qHTS Assay for Substrates of Mammalian Selenoprotein Thioredoxin Reductase 1 (TrxR1): qHTS; Thioredoxin reductase 1, cytoplasmic (Rattus norvegicus), O89049; purified TrxR1 substrate turnover, NADPH consumption readout; Potency, µM (titrated, usually from 114 µM), for the others: at the highest dose activity change, negative = substrate turnover; 390,000 tested, 0.01% active; AID 588456, 2011; note: potency is the fitted concentration of half-maximal effect; % is set by controls: 0 for no effect and ±100 for the full control effect; nearly all actives have a fitted effect of over 50% in size
Target sequence (O89049 whole entry, looked up): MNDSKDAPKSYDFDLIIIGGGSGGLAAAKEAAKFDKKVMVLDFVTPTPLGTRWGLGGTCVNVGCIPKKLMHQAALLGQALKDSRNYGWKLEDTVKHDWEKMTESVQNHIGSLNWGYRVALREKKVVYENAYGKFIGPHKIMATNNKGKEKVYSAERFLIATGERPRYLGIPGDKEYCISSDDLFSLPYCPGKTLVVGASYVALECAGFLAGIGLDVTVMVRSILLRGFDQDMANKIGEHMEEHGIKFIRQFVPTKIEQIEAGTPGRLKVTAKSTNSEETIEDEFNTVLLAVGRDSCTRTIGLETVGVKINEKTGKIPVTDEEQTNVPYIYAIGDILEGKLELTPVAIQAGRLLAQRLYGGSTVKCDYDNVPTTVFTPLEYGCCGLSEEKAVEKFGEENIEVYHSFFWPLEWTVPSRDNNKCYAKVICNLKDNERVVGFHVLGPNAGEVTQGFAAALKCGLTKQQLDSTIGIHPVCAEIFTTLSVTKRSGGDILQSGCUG
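Rat TrxR1, dispensed at 90 nM, was prereduced with 400 uM NADPH (final) for 5 min at ~22 deg C, then incubated with compound 15 min before 400 uM selenite. A first-read NADPH fluorescence drop versus no-compound background flagged substrates.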
Vif-A3F inh = qHTS for Inhibitors of Vif-A3F Interactions: qHTS. HeLa A3F-eYFP + Vif (tagged APOBEC3F with the HIV-1 protein that degrades it), YFP fluorescence increase. Potency, µM (doses to about 46.1 µM), for inactives: at the highest dose activity, negative = active. 390,000 tested, 0.2% active; note: potency is the fitted concentration of half-maximal effect; % of control where 0% means no effect; nearly all actives have a fitted effect of over 65% in size
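HeLa cells stably expressing Vif plus C-terminally eYFP-tagged A3F were seeded, incubated overnight at 37 deg C, dosed with compound, incubated overnight again at 37 deg C. Yellow fluorescence (Ex 488/Em 500-530) reported blocked Vif-mediated A3F-eYFP degradation.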
RXFP1 ag = qHTS Assay for Agonists of the Relaxin Receptor RXFP1 | 370,000 tested, 0.3% active | HEK293T-RXFP1 cAMP TR-FRET, 30 min; response scale: percent of porcine relaxin response, buffer zero | Potency, µM (titrated, usually from 57.5 µM), for the others: at the top dose activation, actives largely listed as activators; note: potency is the fitted concentration of half-maximal effect; % is set by controls: 0 for no effect and ±100 for the full control effect; nearly all actives have a fitted effect of over 60% in size; many of its hits are not listed in these tables
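cAMP rise read by TR-FRET after 30 min, 37C compound exposure (up to 58 uM) in RXFP1-transfected HEK293 cells with Ro 20174 present. EC50 from Hill-equation fits, with 29 nM porcine relaxin as 100% and buffer as basal.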
IDH1 R132H inh = qHTS for Inhibitors of mutant isocitrate dehydrogenase 1 (IDH1): qHTS; IDH1-R132H enzyme, NADPH consumption, diaphorase/resazurin fluorescence; Potency, µM (doses to about 76.6 µM), for inactives: top-dose activity change, negative = inhibition, hits mostly inhibitors; 390,000 tested, 0.093% active; note: potency is the fitted concentration of half-maximal effect; % is set by controls: 0 for no effect and ±100 for the full control effect; nearly all actives have a fitted effect of over 65% in size
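IDH1-R132H (0.5 ug/mL dispensed) in pH 7.5 Tris buffer was preincubated 30 min with compound, then given a substrate mix of 0.016 mM NADPH and 2 mM alpha-KG for 80 min at room temperature; remaining NADPH was read by diaphorase/resazurin fluorescence.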
PI4K2A block = qHTS for small molecular inhibitors of PI4K2A. activity change, negative = inhibition, % at 76.9 µM. AID 1346378, 2018. 420,000 tested, 0.13% active. purified PI4K2A, ADP-Glo luminescence, 1 h; stronger effect = lower value; in the data active = activity change below about -50%; inconclusive = mostly about -30% to -49%;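 note: -100% = wells without enzyme as full effect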
Target sequence (Q9BTU6 whole entry, looked up): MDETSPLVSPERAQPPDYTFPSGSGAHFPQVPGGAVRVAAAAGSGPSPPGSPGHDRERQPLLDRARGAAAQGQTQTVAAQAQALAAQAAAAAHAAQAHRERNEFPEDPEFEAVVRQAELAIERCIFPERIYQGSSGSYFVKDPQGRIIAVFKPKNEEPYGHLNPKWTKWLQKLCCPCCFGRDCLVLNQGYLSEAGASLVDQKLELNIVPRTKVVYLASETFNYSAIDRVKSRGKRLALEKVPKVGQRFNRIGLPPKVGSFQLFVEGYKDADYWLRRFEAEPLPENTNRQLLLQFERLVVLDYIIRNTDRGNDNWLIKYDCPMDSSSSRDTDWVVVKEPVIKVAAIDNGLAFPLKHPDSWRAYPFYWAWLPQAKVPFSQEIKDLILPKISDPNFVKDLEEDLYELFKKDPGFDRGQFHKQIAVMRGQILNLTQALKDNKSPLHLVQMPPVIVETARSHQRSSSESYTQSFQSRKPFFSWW
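In this quantitative HTS, ADP production by PI4K2A was quantified luminescently after 1 h at ambient temperature; 100 microM adenosine served as plate-quality control.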
Vif-A3G inh = qHTS for Inhibitors of Vif-A3G Interactions: qHTS; DNA dC->dU-editing enzyme APOBEC-3G (Homo sapiens), Q9HC16; HeLa A3G-eYFP + Vif (tagged APOBEC3G with the HIV-1 protein that degrades it), YFP fluorescence, overnight; Potency, µM (top dose mostly 46.1 µM), for the others: at the highest dose activity, negative = active, actives largely listed as inhibitors; 410,000 tested, 0.076% active;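 note: potency is the fitted concentration of half-maximal effect; % is set by controls: 0 for no effect and ±100 for the full control effect; nearly all actives have a fitted effect of over 60% in size; hits raise eYFP signal because A3G escapes Vif-driven loss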
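Read-out is eYFP fluorescence (Ex 488/Em 500-530) from Vif-expressing HeLa A3G-eYFP cells; more signal means A3G escaped Vif-mediated degradation. Cells plated overnight, compound pinned in, incubated overnight at 37 deg C.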
USP1 inh = Inhibitors of USP1/UAF1: Primary Screen; Ubiquitin carboxyl-terminal hydrolase 1 (Homo sapiens), O94782; recombinant USP1/UAF1, Ub-Rhodamine cleavage fluorescence; 390,000 tested, 0.23% active; Potency, µM (doses to about 57.1 µM), without a hit: at the top dose activity change, negative = inhibition, usual class: inhibitors; AID 743255, 2014; note: potency is the fitted concentration of half-maximal effect; % is set by controls: 0 for no effect and ±100 for the full control effect; nearly all actives have a fitted effect of over 60% in size; inactives centre near -12
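USP1/UAF1 complex (1 nM) preincubated 15 min at room temperature with compound, then Ub-Rho substrate (150 nM final) added. Kinetic fluorescence at 480/540 nm over 6 reads at 60 s intervals; 50 mM HEPES pH 7.8, 0.5 mM EDTA, 0.1 mg/ml BSA, 1 mM TCEP, 0.01% Tween-20.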
Glioma ERSR ind = qHTS for Inducers of the Endoplasmic Reticulum Stress Response (ERSR) in Human Glioma: qHTS | U87-MG GRP78 promoter luciferase reporter, 16 h | Potency, µM, inactives show at the top dose activation, actives largely listed as activators | 420,000 tested, 0.02% active | AID 602332, 2012; note: potency is the fitted concentration of half-maximal effect; series mostly up to about 76 µM; % of control where 0% means no effect; nearly all actives have a fitted effect of over 35% in size
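Stably transfected U87-MG glioma cells carrying a GRP78-based luciferase sensor; 16 h compound incubation. Luminescence end-point read 10 min after Bright-Glo addition at room temperature.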
Active calls of the source: *; ? = inconclusive; . = not tested or not shown; & = joins results of further samples; [ ] = dose if it differs, or a comment. Unless noted, calls come from the whole dose curve; as a rule, active = well fitted curve in the direction sought with a large enough effect; inconclusive = small, poorly fitted or top-dose-only effect, or another doubt; inactive = no such curve, though single readings can be large; an effect the other way counts as inactive or inconclusive.

SMILES	LDHA inh	TrxR1 substrate	Vif-A3F inh	RXFP1 ag	IDH1 R132H inh	PI4K2A block	Vif-A3G inh	USP1 inh	Glioma ERSR ind
O=C(O)c1ccc(CSc2ncn[nH]2)cc1	0	5%[57.1 µM]	2%	1.9%	0%	-3	0%	-7%	1%
O=C(NCCc1csc(-c2ccccc2)n1)c1ccccc1F	-4	-11%	0%	1.2%	-4%	1	-1%	-4%	-1%
Cc1cc(C(F)(F)F)nn1Cc1n[nH]c(=S)n1Cc1ccccc1	0	15%	-11%	2.0%	10%	0	2%	-15%	-3%
O=C1NCC(COCC2CC=CCC2)O1 (stereo not drawn)	-2	-6%	0%	12%	1%	1	2%	-3%	-4%
Cc1cc(C)cc(NC(=O)C(OC(=O)C2=COCCO2)c2ccccc2)c1 (stereo not drawn)	-2	9%	0%	-1.3%	-4%	5	-5%	-8%	-3%
O=C(CN(C(=O)c1csnn1)c1ccc(F)cc1)NCc1ccc(F)cc1	-12	1%	14%	0.5%	0%	4	0%	-4%	0%
O=C(CC1CCCC1)N1CCCC(Nc2ccc(F)cc2)C1 (stereo not drawn)	5	0%	1%	-3.2%	5%	2	1%	-19%	-5%
Cn1ccc2c(/C=C/c3ccc(F)cc3)cc3c(c21)C1CCC3C1 (stereo not drawn)	-1	.	.	.	.	-1	-2%	.	-5%
Cc1ccc(NC(=O)COC(=O)c2ccc3c(c2)OCCO3)cc1S(=O)(=O)N1CCOCC1	-4	8%[57.1 µM]	4%	0.4%	5%	1	-3%	-10%	-2%
COc1ccc(N(CCN2C(=O)c3ccccc3C2=O)C(=O)c2cccc([N+](=O)[O-])c2)cc1	-1	-2%	7%	0.8%	9%	7	2%	-12%	-5%
O=C(CC1S/C(=N/N=C2CCCCCC2)NC1=O)Nc1ccc(Br)cc1F (stereo not drawn)	-5	-5%	3%	2.6%	1%	0	1%	-27%	-1%
CCN(CC)C(=O)C1=C(C)N(CCCN2CCCC2=O)C(=O)C(CC(=O)NC2CCCCC2)C1 (stereo not drawn)	1	.	1%	.	0%	-6	2%	-5%	-2%
Cc1ccc(C(=O)OCc2nc3ccsc3c(=O)[nH]2)o1	-1	1%	-31%	11%	5%	3	-4%	2%	2%
CCCOc1ccc(N2C(=O)CC(NCCc3ccc(S(N)(=O)=O)cc3)C2=O)cc1 (stereo not drawn)	-12	3%	?	1.6%	7%	2	-3%	-7%	-1%
COc1ccc(C(CC(=O)O)NC(=O)c2ccccc2)cc1OC (stereo not drawn)	-3	-5%	-1%	2.0%	1%	4	1%	-13%	-4%
O=C1[C@H]2[C@@H](c3ccc(F)cc3)N3C(=O)N(c4cccc(F)c4)C(=O)[C@@]3(Cc3ccc(Cl)cc3)[C@H]2C(=O)N1C1CCCCC1	-3	2%	-1%	-1.5%	15%	2	-7%	-21%	-2%
O=C(CN1C(=O)c2ccccc2C1=O)Nc1cc([N+](=O)[O-])ccc1O	-8	-7%[57.1 µM]	0%	0.4%	2%	0	-7%	-14%	2%
O=C(NCCCn1ccnc1)C(=O)NCC(c1ccco1)N1CCN(c2ccc(F)cc2)CC1 (stereo not drawn)	-5	0%	-3%	1.2%	-3%	-1	-1%	-10%	0%
COC(=O)C(CC(C(=O)OC)C(=O)OC)C(=O)OC	-9	6%[57.1 µM]	3%	0.9%	4%	2	3%	-8%	-4%
CC(=O)Nc1nc(C(=O)O)cs1	0	-4%[57.1 µM]	-25%	-0.8%	-9%	-1	-6%	-1%	-1%
CCCCn1c(N)c(N(CCC(C)C)C(=O)COC(=O)c2cccnc2SC)c(=O)[nH]c1=O	-3	-7%	3%	0.7%	-3%	-2	-9%	-8%	-6%
O=C(O)CC(CC(=O)NCC(O)c1ccccc1)c1ccccc1 (stereo not drawn)	-3	15%[57.1 µM]	-3%	0.0%	10%	2	0%	-24%	3%
CCc1nn(CC(=O)NC(C)CCc2ccccc2)c(=O)c2cc3c(OC)cccc3n12 (stereo not drawn)	-2	15%	2%	11%	-2%	-2	-1%	-1%	-2%
N#Cc1ccc(OCC(=O)Nc2ccc(S(=O)(=O)N3CCOCC3)cc2)cc1	-13	2%	4%	.	-8%	1	2%	-6%	-3%
O=C(c1cccc(-n2cccc2)c1)N1CCN(S(=O)(=O)c2ccccc2)CC1	-18	-2%[57.1 µM]	7%	2.3%	-8%	-20	-4%	-7%	0%
Cc1ccc(Cl)cc1-n1ncc2c(N3CCC(C(N)=O)CC3)ncnc21	-4	-4%[57.1 µM]	1%	0.9%	7%	2	-3%	6%	4%
CCOC(=O)c1c(C)nc2c(c1-c1cc(OC)ccc1OC)C(=O)CC(C)(C)C2	-4	-6%	1%	-0.9%	4%	2	1%	2%	-6%
CCOC(=O)c1ccc(NC(=S)N(CCCN2CCCCC2)Cc2ccco2)cc1	0	6%[57.1 µM]	5%	3.1%	-6%	0	1%	-2%	2%
CCc1c(C)nc(Nc2nc(C)c3cc(OC)ccc3n2)[nH]c1=O	2&13	-8%	-3%	0.9%	3%	3	-13%	-19%	7%
O=C(CN1CCN(CCOCCO)CC1)N1c2ccccc2Sc2ccc(Cl)cc21	-4	-6%	-7%	0.0%	2%	12	-4%	-7%	1%

Some of the entries so far, as labelled records.
SMILES: Cc1ccc(NC(=O)COC(=O)c2ccc3c(c2)OCCO3)cc1S(=O)(=O)N1CCOCC1
  LDHA inh: -4; TrxR1 substrate: 8%[57.1 µM]; Vif-A3F inh: 4%; RXFP1 ag: 0.4%; IDH1 R132H inh: 5%; PI4K2A block: 1; Vif-A3G inh: -3%; USP1 inh: -10%; Glioma ERSR ind: -2%
SMILES: COc1ccc(N(CCN2C(=O)c3ccccc3C2=O)C(=O)c2cccc([N+](=O)[O-])c2)cc1
  LDHA inh: -1; TrxR1 substrate: -2%; Vif-A3F inh: 7%; RXFP1 ag: 0.8%; IDH1 R132H inh: 9%; PI4K2A block: 7; Vif-A3G inh: 2%; USP1 inh: -12%; Glioma ERSR ind: -5%
SMILES: O=C(CC1S/C(=N/N=C2CCCCCC2)NC1=O)Nc1ccc(Br)cc1F (stereo not drawn)
  LDHA inh: -5; TrxR1 substrate: -5%; Vif-A3F inh: 3%; RXFP1 ag: 2.6%; IDH1 R132H inh: 1%; PI4K2A block: 0; Vif-A3G inh: 1%; USP1 inh: -27%; Glioma ERSR ind: -1%

The listing picks up, starting 2 compounds before the break.
SMILES	LDHA inh	TrxR1 substrate	Vif-A3F inh	RXFP1 ag	IDH1 R132H inh	PI4K2A block	Vif-A3G inh	USP1 inh	Glioma ERSR ind
CCc1c(C)nc(Nc2nc(C)c3cc(OC)ccc3n2)[nH]c1=O	2&13	-8%	-3%	0.9%	3%	3	-13%	-19%	7%
O=C(CN1CCN(CCOCCO)CC1)N1c2ccccc2Sc2ccc(Cl)cc21	-4	-6%	-7%	0.0%	2%	12	-4%	-7%	1%
O=C(NCc1ccccc1)c1nc[nH]c1C(=O)N1CCN(c2ccccc2)CC1	0	6%	-1%	0.7%	-12%	-1	0%	?	-1%
CCCCCCCC(=O)NNC(=O)CC(=O)Nc1ccccc1C(=O)O	-9	-1%	-5%	2.3%	0%	2	-6%	-3%	1%
O=C1CCCN1CCCNS(=O)(=O)c1ccc(Br)s1	-1	-14%	3%	-0.7%	-1%	1	2%	-15%	-3%
CC(=O)N1CCN(c2ccc([N+](=O)[O-])c(NCC3CCCO3)c2)CC1 (stereo not drawn)	-3	-19%	-1%	0.0%	3%	20	-1%	-13%	2%
Cc1ccc(-c2c(C(=O)N/N=C/c3ccncc3)nnn2-c2nonc2N)cc1	0	2%	-9%	-1.0%	0%	-7	0%	-20%	-12%
CCC(=O)OCc1c(C(F)(F)F)nn(C)c1Oc1cccc(C(F)(F)F)c1	6	-5%[57.1 µM]	5%	0.5%	3%	-3	-10%	-23%	-1%
COc1ccc(N2CCN(C(=O)CSc3nnc4c(C)cc5c(C)cc(C)cc5n34)CC2)cc1	6	-2%	0%	-0.7%	-1%	2	0%	-6%	-2%
Cc1cc(C)n(C/C=C/Cn2nc(C)cc2C)n1	2	7%	-2%	-0.3%	1%	3	-5%	-17%	-1%
COc1ccc(C2c3c(ccc4ccccc34)Oc3ncn4nc(-c5ccco5)nc4c32)cc1 (stereo not drawn)	1	1%	-3%	3.2%	3%	5	0%	-17%	-3%
COCCCn1c(SCC(=O)O)nc2cc(OC)c(OC)cc2c1=N	0	-4%	-2%	4.4%	-8%	-2	1%	-23%	-4%
COC(=O)CCN(C(=O)c1cccc(OC(C)=O)c1)c1ccccn1	1	-8%	-5%	1.5%	1%	5	2%	-21%	-5%

Compound activity: PubChem BioAssay, National Center for Advancing Translational Sciences (NCATS)

This is a subset; the hit share may differ from the screen's.
